Bioassay records: PubChem, NMMLSC
Bcl-2 Bim block – human Bim-Bcl-2 interaction inhibition; P10415; inhibition, % at 10 µM; 190,000 compounds, 0.06% hits; Bead-based flow cytometry, Bim peptide-Bcl-2 binding; AID 950; in the data active = inhibition above about 40%; inconclusive = no clear call, values can overlap the other calls;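 also: 0% = no compound wells with probe peptide and 100% = reference peptide inhibitor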
Target sequence (P10415 whole entry, looked up): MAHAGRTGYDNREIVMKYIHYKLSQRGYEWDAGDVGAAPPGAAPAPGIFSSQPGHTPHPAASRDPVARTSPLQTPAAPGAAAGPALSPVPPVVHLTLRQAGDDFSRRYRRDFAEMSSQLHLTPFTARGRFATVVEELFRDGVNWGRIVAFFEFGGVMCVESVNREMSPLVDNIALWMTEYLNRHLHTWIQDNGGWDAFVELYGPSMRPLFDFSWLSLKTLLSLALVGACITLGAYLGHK
Rab7 wt GTP bind – modulators of GTP binding to dog Rab7 wildtype GTPase | GST-Rab7 beads, fluorescent GTP binding, flow cytometry; actives lie on both sides; untreated = 100%, excess cold GTP = 0% | GTP binding activity (percent of control), % at 10 µM | 190,000 compounds, 0.055% hits | AID 758;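 active = fluorescent GTP binding to Rab7 beads changed by at least 20 points from the 100% baseline, either direction, mostly lower; inconclusive = compound itself probably fluorescent, or too few beads counted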;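 also: median green fluorescence of bound Bodipy-FL-GTP per Rab7 bead population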
Bim-Bcl-XL – disrupts Bim peptide binding to human Bcl-XL; Q07817; inhibition, % at 10 µM; 190,000 compounds, 0.04% hits; bead flow cytometry, fluorescence
Rac1 act GTP bind – modulators of GTP binding to human Rac1 activated mutant. GST-Rac1 activated beads, fluorescent GTP binding, flow cytometry; actives lie on both sides; 100% means binding = to untreated wells. AID 764. P63000. percent activity (GTP binding), % at 10 µM. 190,000 compounds, 0.11% hits;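 active = GTP binding at least 20 percentage points away from the 100% baseline, in either direction, so actives lie on both sides; inconclusive = Compound likely fluorescent itself, or too few beads counted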
Bcl-W Bim block – human Bim-Bcl-W interaction inhibition; bead-based flow cytometry, Bim peptide-Bcl-W binding; inhibition, % at 10 µM; Q92843; 190,000 compounds, 0.02% hits;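 also: 0% = bound tracer without compound and 100% = peptide blocker; higher means less fluorescent Bim peptide bound to Bcl-W beads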
Target sequence (Q92843 whole entry, looked up): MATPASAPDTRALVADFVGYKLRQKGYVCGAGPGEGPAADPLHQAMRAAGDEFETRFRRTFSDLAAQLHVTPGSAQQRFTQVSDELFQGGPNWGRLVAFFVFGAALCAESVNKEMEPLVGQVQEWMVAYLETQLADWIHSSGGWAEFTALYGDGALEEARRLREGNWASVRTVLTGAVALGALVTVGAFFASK
Cdc42 wt GTP – human Cdc42 wildtype GTP binding change, either direction; P60953; GST-Cdc42 beads, Bodipy-GTP binding, flow cytometry; actives lie on both sides; percent activity (GTP binding), % at 10 µM; 190,000 compounds, 0.2% hits; AID 761;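 active = percent activity GTP binding at least 20 points away from the 100% baseline, either down as inhibitor or up as activator; inconclusive = compound flagged as likely green fluorescent from well-wide comparison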;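 also: median bead fluorescence of bound Bodipy-FL-GTP at 100 nM; 0% = excess unlabeled GTP control and 100% = no compound control; below 100% means less GTP binding so inhibitor and above means activator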
Target sequence (P60953 whole entry, looked up): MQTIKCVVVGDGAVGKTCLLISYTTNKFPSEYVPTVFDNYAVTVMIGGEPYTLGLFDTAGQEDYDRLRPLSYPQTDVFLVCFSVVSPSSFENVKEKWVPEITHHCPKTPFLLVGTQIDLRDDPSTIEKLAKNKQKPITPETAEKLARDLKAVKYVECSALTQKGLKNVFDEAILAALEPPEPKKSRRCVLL
Bfl-1 Bim block – inhibitors of Bim-Bfl-1 interaction, human. Q16548. Bead-based flow cytometry, Bim-Bfl-1 binding inhibition. inhibition, % at 10 µM. 190,000 compounds, 0.12% hits. AID 1008;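 also: 0% = wells without compound plus tracer and 100% = blocker peptide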
Rac1 wt modul – modulators of human Rac1 wildtype GTP binding; P63000; GST-Rac1 beads, fluorescent GTP binding, flow cytometry; actives lie on both sides; 0 = cold GTP competed, 100 = untreated; GTP binding activity (% of control), % at 10 µM; 190,000 compounds, 0.27% hits; AID 757;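 active = GTP binding activity at least 20 points away from the 100% control level, either lower or higher; inconclusive = compound flagged as likely green fluorescent, judged across all proteins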
Bcl-B Bim block – inhibitors of Bim-Bcl-B interaction, human; bead-based flow cytometry, Bim peptide-Bcl-B binding; inhibition, % at 10 µM; 190,000 compounds, 0.073% hits;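 also: 0% = tracer peptide without compound and 100% = reference inhibitor peptide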
Target sequence (Q9HD36 whole entry, looked up): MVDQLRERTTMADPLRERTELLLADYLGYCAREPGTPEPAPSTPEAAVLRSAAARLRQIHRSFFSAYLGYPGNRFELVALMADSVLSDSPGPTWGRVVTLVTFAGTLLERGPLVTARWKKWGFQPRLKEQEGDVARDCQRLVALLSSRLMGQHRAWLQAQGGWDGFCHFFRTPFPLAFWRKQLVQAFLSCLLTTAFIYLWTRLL
HRas wt GTP – changes GTP binding to wildtype human HRas; GST-Ras wt beads, Bodipy-FL-GTP binding, flow cytometry; actives lie on both sides; AID 759; 190,000 compounds, 0.14% hits; GTP binding activity, % at 10 µM; P01112;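 active = GTP binding activity at least 20% away from the 100% baseline, either lowered as inhibitor or raised as activator; inconclusive = flagged as likely green fluorescent, judged across all proteins in the well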;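 also: 0% = unlabeled GTP competition control and 100% = no-compound control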
Target sequence (P01112 whole entry, looked up): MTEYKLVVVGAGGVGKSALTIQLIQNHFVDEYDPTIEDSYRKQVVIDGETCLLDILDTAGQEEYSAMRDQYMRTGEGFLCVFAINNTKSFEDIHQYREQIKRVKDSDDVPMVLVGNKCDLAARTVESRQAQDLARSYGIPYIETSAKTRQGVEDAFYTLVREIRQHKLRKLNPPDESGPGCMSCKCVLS
Rab2 wt GTP – changes GTP binding to wildtype dog Rab2A, up or down; GST-Rab2 wt beads, Bodipy-GTP binding, flow cytometry; GTP binding activity, % at 10 µM; P61105; 190,000 compounds, 0.19% hits; AID 760;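 active = GTP binding activity at least 20 points away from 100%, either lowered or raised; inconclusive = signal likely due to the compound's own green fluorescence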;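 also: 0% = beads with excess unlabeled GTP and 100% = no-compound control corrected for plate trend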
* marks the source's active call; other numbers are inactive results; ? = inconclusive. Rule as the data show it, unless noted: active = inhibition above about 40%.

SMILES	Bcl-2 Bim block	Rab7 wt GTP bind	Bim-Bcl-XL	Rac1 act GTP bind	Bcl-W Bim block	Cdc42 wt GTP	Bfl-1 Bim block	Rac1 wt modul	Bcl-B Bim block	HRas wt GTP	Rab2 wt GTP
O=C(NC1=NCCS1)C1COc2ccccc2O1 (stereo not given)	0.0	108.0	1.0	100.0	-2.0	105.0	2.0	104.0	3.0	103.0	104.0
O=C(CCNC(=O)c1ccccc1Cl)Nc1nccs1	-4.0	98.0	-2.0	96.0	-4.0	97.0	-4.0	100.0	-3.0	98.0	97.0
Cc1ccsc1C(=O)OCC(=O)N1CCc2ccccc2C1	-1.0	104.0	-1.0	95.0	0.0	95.0	-5.0	96.0	-4.0	96.0	99.0
Cc1cccc(-c2nc(Nc3ccc(N4CCOCC4)cc3)c3ccccc3n2)c1	1.0	98.0	0.0	101.0	4.0	102.0	9.0	104.0	3.0	102.0	102.0
COc1ccc(-n2nnnc2SCc2nc(N)nc(N3CCOCC3)n2)cc1	-12.0	?	-8.0	?	2.0	?	-17.0	?	-7.0	?	?
O=C(Nc1cnccn1)c1ccncc1	-7.0	101.0	6.0	98.0	3.0	104.0	-10.0	105.0	-5.0	104.0	104.0
COc1ccc(N(C(=O)c2ccn[nH]2)C(C(=O)NC(C)(C)C)c2ccc(F)cc2)cc1 (stereo not given)	-1.0	96.0	1.0	95.0	0.0	95.0	0.0	92.0	-2.0	96.0	94.0
Cc1ccc(C(=O)CSc2nn3c(=O)c(C(C)(C)C)nnc3s2)cc1	-2.0	96.0	-4.0	99.0	1.0	101.0	-4.0	98.0	-8.0	99.0	97.0
CCCCn1cnc2c(sc3nc4c(cc32)CSC(C)(C)C4)c1=O	-2.0	?	-2.0	?	6.0	?	4.0	?	-3.0	?	?
O=[N+]([O-])c1cccc(S(=O)(=O)N/N=C/c2ccc(O)cc2)c1	-4.0	108.0	0.0	97.0	0.0	98.0	0.0	98.0	-2.0	99.0	101.0
O=C(CCC(=O)Nc1ccccc1Cl)N/N=C1\CCCc2ccccc21	-1.0	97.0	-3.0	95.0	-1.0	99.0	0.0	97.0	-7.0	96.0	96.0
c1ccc(CCn2c3ccccc3c3nnc(SCc4ccc5nonc5c4)nc32)cc1	-5.0	99.0	-1.0	98.0	3.0	100.0	-9.0	102.0	-5.0	99.0	99.0
Cc1cccc(N(CC(=O)NC2CCCC2)C(=O)c2c(C)noc2C)c1	-2.0	105.0	-2.0	102.0	-4.0	109.0	0.0	109.0	-3.0	105.0	106.0
CSc1ccccc1-n1nnnc1SCc1ccccc1	-4.0	100.0	-23.0	99.0	-2.0	100.0	-6.0	103.0	-8.0	102.0	100.0
CC(=O)c1cccc(NC(=O)COc2ccc(S(=O)(=O)N3CCCCC3)cc2)c1	-3.0	98.0	-3.0	94.0	-2.0	95.0	-2.0	99.0	-1.0	98.0	95.0

Fetched by compound from above:
SMILES	Bcl-2 Bim block	Rab7 wt GTP bind	Bim-Bcl-XL	Rac1 act GTP bind	Bcl-W Bim block	Cdc42 wt GTP	Bfl-1 Bim block	Rac1 wt modul	Bcl-B Bim block	HRas wt GTP	Rab2 wt GTP
O=[N+]([O-])c1cccc(S(=O)(=O)N/N=C/c2ccc(O)cc2)c1	-4.0	108.0	0.0	97.0	0.0	98.0	0.0	98.0	-2.0	99.0	101.0
CCCCn1cnc2c(sc3nc4c(cc32)CSC(C)(C)C4)c1=O	-2.0	?	-2.0	?	6.0	?	4.0	?	-3.0	?	?

Further entries follow:
SMILES	Bcl-2 Bim block	Rab7 wt GTP bind	Bim-Bcl-XL	Rac1 act GTP bind	Bcl-W Bim block	Cdc42 wt GTP	Bfl-1 Bim block	Rac1 wt modul	Bcl-B Bim block	HRas wt GTP	Rab2 wt GTP
CN(CCc1ccccn1)C(=O)CCC1CCCN(C(=O)c2n[nH]c3c2CCCC3)C1 (stereo not given)	-3.0	105.0	-5.0	94.0	-3.0	100.0	-5.0	99.0	-5.0	99.0	101.0
Clc1cccc(-c2nc3nc4ccccc4nc3n2Cc2ccco2)c1	-1.0	99.0	0.0	99.0	0.0	101.0	4.0	99.0	-2.0	98.0	98.0
Cc1ccc(OCCN2CCN(c3nc(NCc4ccco4)c4ccccc4n3)CC2)cc1	-6.0	93.0	-5.0	98.0	-3.0	92.0	-13.0	95.0	-6.0	94.0	94.0
CCN1CCN(C(c2cccs2)C(C)NC(=O)c2ccccc2F)CC1 (stereo not given)	-4.0	100.0	-12.0	99.0	-3.0	102.0	-15.0	105.0	-9.0	100.0	102.0
COc1cc(OC)c(OC)cc1CN(C)C(c1ccccc1)c1nnnn1-c1ccccc1C (stereo not given)	-16.0	94.0	-3.0	96.0	-1.0	97.0	-15.0	92.0	-12.0	96.0	96.0
CCOC(=O)C1=NN(C(C)=O)C2(CC(=O)N(c3ccc(C)c(C)c3)C2=O)C1 (stereo not given)	-6.0	103.0	-2.0	98.0	-4.0	101.0	-12.0	101.0	-5.0	99.0	99.0
Cc1ccc(C)c(NC(=O)C(NCC(C)(C)N2CCOCC2)c2ccccc2)c1 (stereo not given)	-4.0	96.0	2.0	98.0	0.0	100.0	0.0	106.0	0.0	100.0	98.0
CCNc1nc(=S)nc(NC(C)C)[nH]1	-6.0	103.0	-6.0	98.0	-4.0	101.0	-2.0	102.0	-8.0	99.0	99.0
O=C(CCc1nnc(CCCCc2ccccc2)o1)NCCn1cccn1	0.0	102.0	-2.0	96.0	-3.0	94.0	-5.0	101.0	-4.0	99.0	96.0
Cc1cc(S(=O)(=O)NC2CCCCC2)ccc1-n1cnnn1	-2.0	101.0	-1.0	96.0	-3.0	96.0	-3.0	100.0	-6.0	98.0	96.0
CCOc1ccc(OCCn2ccnc2)cc1	0.0	98.0	-6.0	98.0	-5.0	98.0	-2.0	103.0	-6.0	100.0	97.0
Cc1cc(C(=O)Nc2c(C)nn(Cc3ccc(F)cc3)c2C)on1	-5.0	99.0	0.0	98.0	3.0	100.0	-9.0	104.0	-5.0	100.0	100.0
Cc1cccc(NC(=O)c2cc3c([nH]c4ccccc43)c(C)n2)c1C	-6.0	101.0	-13.0	100.0	-11.0	105.0	-11.0	109.0	-28.0	101.0	95.0
CCCCCOC(=O)C1C2C=CC3(CN(c4ccccc4C)C(=O)C13)O2 (stereo not given)	-2.0	96.0	0.0	97.0	0.0	100.0	-2.0	98.0	0.0	100.0	98.0
Cc1nc(NC(=O)C2CCCCC2)sc1C	1.0	103.0	0.0	99.0	2.0	99.0	0.0	101.0	0.0	100.0	98.0
CC(=O)CCc1ccc(OCCCCn2cncn2)cc1	-3.0	101.0	-1.0	101.0	0.0	103.0	2.0	102.0	1.0	104.0	105.0
O=c1oc(-c2cccs2)nc2ccc(Cl)cc12	-2.0	98.0	0.0	95.0	-1.0	96.0	-5.0	99.0	-1.0	98.0	99.0
CC(C)c1ccccc1-n1cc[nH]c1=S	2.0	107.0	0.0	95.0	0.0	95.0	17.0	96.0	-37.0	99.0	98.0
COc1ccccc1N1CCN(/N=C/c2cccc(OC)c2O)CC1	-1.0	105.0	1.0	83.0	-1.0	87.0	-5.0	92.0	-1.0	91.0	95.0
Cn1cc(/C=N/n2cnc3sc4c(c3c2=O)CCCC4)c2ccccc21	-3.0	104.0	2.0	93.0	-1.0	100.0	-2.0	99.0	-1.0	104.0	104.0
O=C(CCNC(=O)c1ccc([N+](=O)[O-])cc1)Nc1ccccc1N1CCOCC1	-3.0	96.0	-3.0	95.0	-2.0	94.0	-4.0	94.0	-2.0	95.0	95.0
COc1ccc(CCNC(=O)C23CCC(C)(C(=O)C2=O)C3(C)C)cc1OC (stereo not given)	-1.0	105.0	1.0	97.0	0.0	96.0	0.0	102.0	0.0	103.0	99.0
Cc1ccc(-n2nc(C)c3c2OC(N)=C(C#N)C3c2cccs2)cc1 (stereo not given)	-11.0	97.0	-24.0	102.0	4.0	102.0	-9.0	107.0	-16.0	101.0	99.0
CCCNC(=O)CC(NS(=O)(=O)c1ccc(NC(C)=O)cc1)C(C)C (stereo not given)	-2.0	96.0	-1.0	95.0	2.0	92.0	-4.0	96.0	-1.0	96.0	96.0
O=C(NC1CCCC1)C(=O)N(Cc1cccnc1)C(C(=O)NC1CCCC1)c1ccco1 (stereo not given)	0.0	108.0	3.0	95.0	0.0	103.0	-1.0	106.0	0.0	101.0	102.0
CN1CCC(OC(=O)c2cccc(Br)c2)CC1	-12.0	105.0	-14.0	96.0	-3.0	100.0	-19.0	105.0	-13.0	100.0	99.0
O=C(Nc1ccccc1O)c1cccc(S(=O)(=O)N2CCOCC2)c1	-1.0	103.0	0.0	97.0	0.0	102.0	-5.0	104.0	1.0	101.0	100.0
COc1cccc(N/C(SCc2cccc([N+](=O)[O-])c2)=C(/C#N)C(N)=O)c1	-3.0	99.0	-5.0	98.0	-5.0	98.0	-4.0	105.0	-9.0	99.0	99.0
CN(C)c1ccc(P(=O)(OCc2ccccc2)C(O)c2ccncc2)cc1 (stereo not given)	-1.0	101.0	-1.0	98.0	1.0	105.0	-1.0	104.0	0.0	103.0	101.0
Cc1[nH]c(=O)[nH]c(=O)c1CSc1nnc([C@@H](NC(=O)OC(C)(C)C)C(C)C)o1	1.0	99.0	0.0	99.0	1.0	101.0	-5.0	102.0	-7.0	99.0	97.0
CC(NC(=O)/C(C#N)=C/c1cn(-c2ccccc2)nc1-c1ccc(F)cc1)c1ccccc1 (stereo not given)	6.0	98.0	-2.0	100.0	0.0	100.0	0.0	106.0	2.0	98.0	96.0
CCCC(=O)Nc1c2c(nc3ccccc13)N(c1ccccc1)CC2	-1.0	102.0	-3.0	96.0	-2.0	95.0	-9.0	96.0	-6.0	98.0	97.0
Cc1ccc(OCCNc2ccc(C(F)(F)F)cc2[N+](=O)[O-])cc1	-1.0	98.0	-5.0	99.0	-2.0	98.0	0.0	99.0	-8.0	97.0	96.0
S=C(NCc1ccccn1)Nc1ccc(Br)cc1Cl	-2.0	109.0	-9.0	94.0	0.0	102.0	-2.0	101.0	-13.0	101.0	104.0
O=S1(=O)N=C(Oc2ccccc2)c2ccccc21	-12.0	104.0	-8.0	99.0	-3.0	103.0	-19.0	103.0	-7.0	100.0	100.0
CSc1cccc(NC(=O)C(C)Sc2ccc(C)cc2)c1 (stereo not given)	-15.0	110.0	3.0	100.0	2.0	105.0	-11.0	110.0	-14.0	107.0	107.0
COc1ccc(S(=O)(=O)Nc2c3ccccc3nc(=O)n2-c2ccccc2)cc1	-12.0	102.0	-2.0	99.0	1.0	99.0	-18.0	101.0	-11.0	99.0	102.0
CCOc1nc(-c2ccc(Cl)cc2)nc2ccccc12	0.0	105.0	-6.0	103.0	-3.0	102.0	-3.0	103.0	-5.0	103.0	102.0
CC(=O)NCCC1CCN(c2nc3nonc3nc2N(C)Cc2ccccc2)CC1	0.0	105.0	-2.0	98.0	-1.0	97.0	-4.0	99.0	-3.0	99.0	100.0
